PAFAH2 inh: PAFAH2 (human) inhibition; inhibition, % at 3.39 µM; hit rate 0.99% among 340,000; AID 492956; Q99487; recombinant PAFAH2, FP-rhodamine activity probe, fluorescence polarization;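 active means inhibition above the mean over all tested compounds plus 3 SD, cut at about 30% in these data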;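 further: inhibitors block probe labeling of enzyme so polarization drops; 0% = enzyme with DMSO and 100% = wells lacking PAFAH2 protein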
PP5 inh: inhibitors of human protein phosphatase 5 (PP5). inhibition, % at 6.7 µM. AID 1987. P53041. hit rate 0.18% among 320,000. purified PP5c, OMFP substrate fluorescence;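 active means inhibition above the campaign's mean inhibition across all tested compounds plus 3 SD, cut at about 9.5% in these data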;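 further: 0% = DMSO only and 100% = 100 µM cantharidin control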
TPT1 inh: C. albicans TPT1 enzyme inhibition; recombinant caTPT1, FP RNA substrate dephosphorylation; inhibition, % at 5 µM; hit rate 0.81% among 300,000; AID 1962;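 active means inhibition above the mean of all tested compounds plus 3 SD, set per screening campaign, cut at about 24% in these data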;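 further: plate controls were DMSO alone for no effect and ferristatin control at 100 nM for full effect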
HCV core dimer: blocks dimerization of HCV core protein | TR-FRET GST/Flag-core106 dimerization, 1536-well | inhibition, % at 5 µM | hit rate 0.33% among 300,000 | AID 1899;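 active means inhibition above the mean of all tested compounds plus 3 SD, set per screening campaign, cut at about 45% in these data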
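System: GST/Flag-tagged HCV core106 proteins. Incubation: compound-protein-antibody incubation 4 h at 22.5 °C. Technique: HTRF with 340 nm excitation, 617/671 nm emission. Medium: KF-containing HEPES buffer, pH 7.45, DTT, CHAPS, BSA. Read-out: inhibition (%) from 671 over 617 nm ratio. Also added: Eu(K)-anti-GST 90 ng/mL plus XL665-anti-Flag 1 µg/mL.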
AHR activator: activators of human aryl hydrocarbon receptor | P35869 | AHR-responsive luciferase reporter cells, luminescence | activation, % at 5 µM | hit rate 2.5% among 320,000 | AID 2796; in the data active means activation above about 47%;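 further: 0% = vehicle wells and 100% = reference agonist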
procasp7 counter: counter-screen for procaspase-3 activators: activators of human procaspase-7; P55210; recombinant procaspase-7, Ac-DEVD-pNA absorbance 405 nm; D23A/D198A/D206A triple mutant, cannot self-cleave; scale: DMSO 0, 5 µM enzyme 100; activation, % at 8.5 µM; hit rate 0.093% among 330,000;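 active means percent activation above the screen-wide mean plus 3 SD, cut at about 25% in these data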
Target sequence (P55210 whole entry D23A/D198A/D206A): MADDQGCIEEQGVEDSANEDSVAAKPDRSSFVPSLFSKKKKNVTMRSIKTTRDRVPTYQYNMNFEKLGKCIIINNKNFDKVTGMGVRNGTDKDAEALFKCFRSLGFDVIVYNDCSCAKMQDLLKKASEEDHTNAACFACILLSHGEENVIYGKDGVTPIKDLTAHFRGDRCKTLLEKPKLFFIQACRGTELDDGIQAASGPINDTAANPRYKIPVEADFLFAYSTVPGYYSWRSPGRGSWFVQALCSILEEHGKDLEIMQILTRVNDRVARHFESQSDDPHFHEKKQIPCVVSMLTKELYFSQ
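Assay system – Uncleavable procaspase-7 mutant enzyme · Quantity – 2 µM procaspase-7 mutant as dispensed · Times – 1 h preincubation, 2 h reaction · Dosing – single nominal 8.5 µM compound dose, 0.8% DMSO final · Buffer or medium – Zinc-free 50 mM HEPES buffer, pH 7.4, with NaCl and Triton X-100 · Detection – Epi-absorbance of released pNA at 405 nm, two timepoints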
PP1 counter: counter-screen for PP5 inhibitors: inhibitors of human PP1-alpha | P62136 | purified PP1alpha, OMFP fluorescence | inhibition, % at 6.7 µM | hit rate 0.9% among 320,000 | AID 2235;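 active means inhibition above the mean inhibition of all tested compounds plus 3 SD, computed separately for each screening campaign, cut at about 15% in these data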
Target sequence (P62136 whole entry, looked up): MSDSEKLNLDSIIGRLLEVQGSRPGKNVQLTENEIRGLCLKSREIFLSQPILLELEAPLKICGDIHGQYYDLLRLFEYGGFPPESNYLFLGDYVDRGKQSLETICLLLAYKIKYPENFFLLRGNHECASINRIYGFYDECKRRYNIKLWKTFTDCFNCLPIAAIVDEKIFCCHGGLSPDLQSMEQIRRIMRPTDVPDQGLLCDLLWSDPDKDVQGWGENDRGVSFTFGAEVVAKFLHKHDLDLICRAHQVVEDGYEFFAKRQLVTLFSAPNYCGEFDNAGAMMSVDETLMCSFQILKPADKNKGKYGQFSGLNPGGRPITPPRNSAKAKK
Fh CTSL1 inh: counter-screen for PFM18AAP inhibitors: inhibitors of F. hepatica cathepsin L1; inhibition, % at 5.96 µM; hit rate 0.49% among 300,000; recombinant F. hepatica cathepsin L1, Z-Leu-Arg-MCA fluorescence; AID 1906;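 active means inhibition above the mean of all tested compounds plus 3 SD, set per screening campaign, cut at about 17% in these data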;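 further: 0% = plate median of test compound wells and 100% = 1 µM Z-Phe-Ala-diazomethylketone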
procasp3 activ: procaspase-3 (human) activation | recombinant procaspase-3 D3A, Ac-DEVD-pNA absorbance 405 nm | AID 463141 | activation, % at 8.5 µM | hit rate 0.11% among 330,000;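 active means activation above the mean of all tested compounds plus 3 SD, cut at about 21% in these data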;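 further: 0% = DMSO alone and 100% = DMSO wells spiked with extra 5 µM PC-3 D3A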
Target sequence (P42574 whole entry D9A/D28A/D175A): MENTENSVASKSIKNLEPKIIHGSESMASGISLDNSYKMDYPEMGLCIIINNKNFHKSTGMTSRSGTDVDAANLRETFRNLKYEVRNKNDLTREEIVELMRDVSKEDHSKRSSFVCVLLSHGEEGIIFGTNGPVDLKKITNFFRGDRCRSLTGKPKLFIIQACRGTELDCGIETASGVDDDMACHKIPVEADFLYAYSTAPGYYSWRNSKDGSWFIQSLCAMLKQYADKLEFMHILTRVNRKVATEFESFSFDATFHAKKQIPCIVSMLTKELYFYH
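Assay system – Procaspase-3 D3A mutant · Benchmarks – DMSO low control, extra-enzyme high control · Technique – 405 nm absorbance of p-nitroaniline, reads at 0 and 120 min · Doses – 8.5 µM nominal · Measure – % activation between DMSO and enzyme-spiked controls · Also added – Ac-DEVD-pNA chromogenic peptide substrate · Schedule – 1 h compound preincubation, 2 h substrate hydrolysis at 25 °C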
An asterisk follows results filed as active; · = not tested or not shown.

The opening four records as a preview:
SMILES	PAFAH2 inh	PP5 inh	TPT1 inh	HCV core dimer	AHR activator	procasp7 counter	PP1 counter	Fh CTSL1 inh	procasp3 activ
C=CCOc1ccc(/C=N/NC(=O)c2cc3c(OC)cc(OC)cc3[nH]2)cc1	-4	1.8	-1	10	68*	-18	2	4	2
CCOCc1nnc(NC(=O)c2cccs2)s1	-7	0.7	-3	-1	33	1	-2	6	8
CSCC(=O)NCC1(N(C)Cc2ccccc2)Cc2ccccc2C1	-1	1.1	-2	4	-2	6	-1	2	-1
O=C(CSc1nc(Nc2ccccc2)nc(N2CCOCC2)n1)NC1CCCCC1	-3	3.9	-2	6	4	-4	-4	-5	-5

The whole of this part, repeating the preview:
SMILES	PAFAH2 inh	PP5 inh	TPT1 inh	HCV core dimer	AHR activator	procasp7 counter	PP1 counter	Fh CTSL1 inh	procasp3 activ
C=CCOc1ccc(/C=N/NC(=O)c2cc3c(OC)cc(OC)cc3[nH]2)cc1	-4	1.8	-1	10	68*	-18	2	4	2
CCOCc1nnc(NC(=O)c2cccs2)s1	-7	0.7	-3	-1	33	1	-2	6	8
CSCC(=O)NCC1(N(C)Cc2ccccc2)Cc2ccccc2C1	-1	1.1	-2	4	-2	6	-1	2	-1
O=C(CSc1nc(Nc2ccccc2)nc(N2CCOCC2)n1)NC1CCCCC1	-3	3.9	-2	6	4	-4	-4	-5	-5
Cc1ccc(C(C)C)c(OCC(O)CN2CC(C)OC(C)C2)c1 (configuration not stated)	-6	0.6	-2	-6	2	2	-3	2	-2
CC(=O)OCCNC(=O)Cn1cnc2c1c(=O)n(C)c(=O)n2C	-3	2.8	1	-4	4	14	7	0	-4
Cc1cccc(/C(N)=N/OC(=O)c2cccs2)c1	45*	-0.4	0	-7	-3	1	3	-4	4
O=C(CSCc1c(F)cccc1F)Nc1ccccc1	6	0.5	-4	4	2	3	-5	-3	-4
C(=N\Nc1ccc(-n2ccnc2)nn1)/c1ccccc1	3	1.5	3	-3	27	-11	4	1	2
COCCCNC(=O)C1CC(=O)N(Cc2ccc(OC)cc2)C1 (configuration not stated)	0	0.6	0	-11	-2	-1	4	1	7
CC(=O)c1ccc(NC(=O)CSc2n[nH]c(-c3cccnc3)n2)cc1	-3	-1.3	0	0	3	-3	0	2	0
CN(CC(=O)Nc1ccccc1Cl)C(=O)CSc1nnc(-c2ccco2)n1C	-2	-0.9	·	·	-1	-1	-1	·	5
CN(C)c1ccc(-c2cc(O)c3ncccc3c2)cc1	0	1.0	·	·	3	-4	21*	·	-1
CCO[C@@H]1OC(C(=O)N2CCN(Cc3ccccc3)CC2)=C[C@H](c2ccc(Br)cc2)[C@H]1CCCO	2	3.2	-3	-7	3	0	4	2	4
CC1CCN(c2c(NCc3ccc(C(=O)NCc4cccnc4)cc3)c(=O)c2=O)CC1	-2	0.3	-3	-7	-2	-3	1	-1	2
Cc1nc2ccccc2c(=O)n1C1CCCCCC1	7	0.3	0	4	3	-5	0	0	4
Cc1ccc(S(=O)(=O)N2CCOCC2)cc1NC(=O)CSc1nccn1C	-3	1.2	5	-1	1	13	0	-1	12
Cc1cc(C=C2C(=O)c3ccccc3C2=O)c(C)n1C	8	4.0	9	-48	18	-9	3	2	-5
O=C(NCC1CCCO1)c1ccc2c(c1)C(=O)N(c1cccc([N+](=O)[O-])c1)C2=O (configuration not stated)	2	-1.2	-2	-4	0	-11	-1	0	-6
NS(=O)(=O)c1cccc(Nc2nc3ccccc3nc2NS(=O)(=O)c2ccc(Cl)cc2)c1	9	·	·	·	0	3	·	·	-2
CCOc1ccc(Cl)cc1/C=N/NC(=O)c1ccccc1	-1	-0.3	5	-1	29	-4	-4	0	4
C/C(=N\NC(=O)c1ccncc1)c1cccs1	3	3.0	-2	3	25	7	-4	-5	-2
Cc1cccc(N=C2NN=C(c3ccccc3F)CS2)c1C	3	0.6	3	5	37	-21	0	-1	-1
Cc1cc(C)nc(NS(=O)(=O)c2ccc(CC(C)C)cc2)c1	2	0.9	1	1	1	4	1	4	2
COC(=O)c1sc2ccccc2c1NC(=O)c1coc2ccccc2c1=O	-13	-1.9	0	-5	7	3	-3	4	4

3 entries out of the list, arranged by formula weight, smallest number first.
SMILES	PAFAH2 inh	PP5 inh	TPT1 inh	HCV core dimer	AHR activator	procasp7 counter	PP1 counter	Fh CTSL1 inh	procasp3 activ
O=C(CSCc1c(F)cccc1F)Nc1ccccc1	6	0.5	-4	4	2	3	-5	-3	-4
Cc1ccc(S(=O)(=O)N2CCOCC2)cc1NC(=O)CSc1nccn1C	-3	1.2	5	-1	1	13	0	-1	12
CC1CCN(c2c(NCc3ccc(C(=O)NCc4cccnc4)cc3)c(=O)c2=O)CC1	-2	0.3	-3	-7	-2	-3	1	-1	2

The main list resumes; the 3 compounds before the break are reprinted first.
SMILES	PAFAH2 inh	PP5 inh	TPT1 inh	HCV core dimer	AHR activator	procasp7 counter	PP1 counter	Fh CTSL1 inh	procasp3 activ
Cc1cccc(N=C2NN=C(c3ccccc3F)CS2)c1C	3	0.6	3	5	37	-21	0	-1	-1
Cc1cc(C)nc(NS(=O)(=O)c2ccc(CC(C)C)cc2)c1	2	0.9	1	1	1	4	1	4	2
COC(=O)c1sc2ccccc2c1NC(=O)c1coc2ccccc2c1=O	-13	-1.9	0	-5	7	3	-3	4	4
COc1ccc(N(CC(=O)N/N=C(\C)c2ccccc2)S(=O)(=O)c2ccccc2)cc1	-2	0.2	-1	10	2	3	-3	0	-2
CN1CCN(c2nc3c(c(=O)[nH]c(=O)n3C)n2CCCSc2ncccn2)CC1	6	-2.5	0	-2	-2	13	8	-1	-5
O=C(CCCn1c(=O)oc2ccccc21)NC1CCCCCC1	·	-2.3	-3	-5	-1	16	1	-1	-1
C/C(=N\N=C(/N)SC1CC(=O)N(c2ccc(Br)cc2)C1=O)c1cccs1 (configuration not stated)	7	4.5	-1	6	6	-3	5	2	0
Cc1ccc(-n2nc(C(=O)N3CCOCC3)cc2-c2ccc(Cl)cc2)cc1	2	6.8	-2	6	4	5	3	-2	-2
O=C(CNCc1ccco1)Nc1cc(S(=O)(=O)N2CCOCC2)ccc1N1CCCC1	1	-1.1	3	-1	1	10	-3	1	-8
O=C(O)C1C2CCCCC2=C2CCCCC2C1C(=O)c1ccccc1 (configuration not stated)	-1	-0.1	-1	9	0	5	-1	-1	-4
CC(C)c1ccc(C2CC(=O)N3CN(Cc4ccco4)CSC3=C2C#N)cc1 (configuration not stated)	-1	3.3	4	6	-2	-10	12	3	-13
CN(C)S(=O)(=O)N1CCc2ccccc2C1	1	0.1	-1	1	0	-3	-2	-3	-1
COc1ccc(C2C(C(=O)NCCN3CCOCC3)c3ccccc3C(=O)N2C2CCCCC2)cc1 (configuration not stated)	·	0.5	-2	-4	0	2	-3	-2	0
CO[C@H]1O[C@H](C)[C@@H](O)C[C@H]1NC(=O)OCc1ccccc1	3	-0.6	-3	-1	0	2	-2	1	-5
Cc1ccccc1C(=O)NNc1ncnc2c1cnn2C	-3	2.5	2	6	1	5	-5	-2	-4
O=C(OC1CCCCC1=O)c1ccc(F)c(S(=O)(=O)N2CCOCC2)c1 (configuration not stated)	4	-2.2	1	-2	-2	-2	-7	-6	6
Cc1ccc(C)c(N2CCN(S(=O)(=O)c3c(C)noc3C)CC2)c1	0	1.7	-4	-4	0	8	1	1	2
Cc1ccc(/C=N/n2c(COc3ccccc3)n[nH]c2=S)cc1	-3	4.5	-1	0	1	-11	0	2	-12
CCN(CC)C(=O)Oc1ccc2ccccc2c1Br	6	4.5	1	13	3	8	1	-2	-4
CSc1cccc(NC(=S)N(CCC(C)C)C(C)c2ccncc2)c1 (configuration not stated)	3	2.7	1	2	3	-22	-2	3	-11
N#Cc1c(NC(=O)CCCl)sc2c1CCCCC2	-9	-0.3	-1	2	6	-2	-4	2	5
Cc1cc(C(=O)CSc2nnc(-c3cccs3)o2)c(C)n1-c1ccccc1	-10	3.3	4	2	6	2	10	0	3
Nc1c2c(nc3ccn(Cc4ccccc4)c(=O)c13)CCC2	3	3.0	-2	-2	6	10	1	-2	-9
COCCn1c(=O)[nH]c2cc(C(=O)NCCN3CCN(c4ccccc4F)CC3)ccc2c1=O	-3	-1.9	-2	0	-1	-5	-3	2	0
Cc1ccc(NC(=S)N(Cc2ccco2)C(C)c2cccs2)c(Cl)c1 (configuration not stated)	3	2.2	-5	-2	1	1	0	-1	-2
CCOc1ccc(N(CC(=O)NCc2cccs2)S(=O)(=O)c2c(C)noc2C)cc1	4	2.1	-2	3	2	7	-3	-3	6
CCOc1ccc(CCNC(=O)COC(=O)c2cccnc2SC)cc1OCC	-2	-0.7	-1	0	0	1	-5	5	-6
Cc1ccccc1OCCCSc1nc2ccccc2[nH]1	-3	3.5	-2	5	-1	12	0	-3	4

Four of the entries above in order of the AHR activator value, ascending:
Compound	AHR activator
Cc1ccc(C)c(N2CCN(S(=O)(=O)c3c(C)noc3C)CC2)c1	0
CCOc1ccc(N(CC(=O)NCc2cccs2)S(=O)(=O)c2c(C)noc2C)cc1	2
CSc1cccc(NC(=S)N(CCC(C)C)C(C)c2ccncc2)c1 (configuration not stated)	3
N#Cc1c(NC(=O)CCCl)sc2c1CCCCC2	6

Remaining list, next part
SMILES	PAFAH2 inh	PP5 inh	TPT1 inh	HCV core dimer	AHR activator	procasp7 counter	PP1 counter	Fh CTSL1 inh	procasp3 activ
COc1ccccc1N1CCN(C(c2cccs2)C(C)NC(=O)C(=O)N2CCOCC2)CC1 (configuration not stated)	-4	-0.8	-2	2	-2	0	-5	0	2
CC(=Nc1ccccc1)C1=C(O)COC1=O	-1	-0.3	1	-5	0	2	1	0	1
Cc1nc(SCC(N)=O)[nH]c(=O)c1Cc1ccc(OC(C)C)cc1	-3	3.1	4	2	2	3	-1	-1	0
CCOC(=O)c1ccc(N2CCCCC2)c(NS(=O)(=O)c2ccc(C)cc2)c1	·	0.3	0	7	-3	2	-3	4	0
CC(C)C[C@@H](CN=[N+]=[N-])N1CCN(CC(C)C)CCC1=O	-6	1.8	-4	1	0	17	0	2	6
COc1ccc(S(=O)(=O)N2CCCCCC2)cc1N(C)S(=O)(=O)c1ccc(C)cc1	10	2.6	-1	17	2	0	0	5	7
C=C(C)C(=O)Nc1ccc(OC(F)(F)C(F)F)c(NC(=O)C(=C)C)c1	4	0.6	-5	-36	6	16	-1	1	6
